Source: PubChem (Broad Institute)
E-selectin induc = induces E-selectin expression in human endothelial cells | P16581 | HUVEC E-selectin immunofluorescence imaging; normalized: neutral wells 0, TNF-alpha wells 100 | activation, % at 7.58 µM | actives 0.37% (n = 260,000);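 active = mean E-selectin-positive cell signal at least 10% of the positive control, reached in at least 60% of replicates, without over 20% cell loss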;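 also: in these data hits start at about 27%; measured in HUVEC primary endothelial cells; signal is the percent of cells scored E-selectin positive by PE staining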
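Assay system: HUVEC, human umbilical vein endothelial cells / Amount: 3,000 HUVEC/well / Controls: TNF-alpha positive control, DMSO neutral control / Compound dosing: single concentration / Medium: EGM-2 over gelatin coat / Evaluation: percent E-selectin-positive cells / Signal: immunofluorescence imaging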
Xi reactivation = reactivates the inactive X chromosome in mouse fibroblasts | XiGFP mouse fibroblasts, % GFP-positive cells imaging, 3 d; cells co-treated with 5-aza-dC sensitizer; scaled so ellipticine positive control = 100% | activation, % at 7.58 µM | actives 0.055% (n = 360,000) | AID 743238;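 active = mean normalized replicate activation at least 10% and every replicate at or above 10%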;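 also: 0% = median of on-plate neutral control wells and 100% = ellipticine 6 µM median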
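Material: XiGFP fibroblasts, SV40-immortalized. Buffer or medium: DMEM plus 5-aza-dC sensitizer. Compound: single concentration per compound, delivered by pin transfer. Times: 3 days compound exposure. Controls: ellipticine 6 µM.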
ERp5 block = blocks human ERp5 reductase activity on insulin; inhibition, % at 9.99 µM; ERp5 insulin aggregation, absorbance 650 nm, 90 min; actives 0.05% (n = 350,000); Q15084; AID 651711;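 active = mean replicate inhibition above about 25%, with every replicate also reaching it, limit read from the data, passing the limit was not always enough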
S100A4 inh HTS = inhibitors of human S100A4 binding to myosin IIA peptide; P26447; S100A4/TAMRA-MyoIIA peptide fluorescence polarization; inhibition, % at 10.7 µM; actives 0.14% (n = 360,000); AID 652163;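 active = mean inhibition of at least 70% across replicates, with every replicate also reaching that level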
Target sequence (P26447 whole entry, looked up): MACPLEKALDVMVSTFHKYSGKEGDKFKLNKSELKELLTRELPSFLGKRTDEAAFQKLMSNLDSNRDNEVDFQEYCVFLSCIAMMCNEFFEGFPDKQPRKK
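Compound dosing: one dose per compound; test system: human S100A4 monomer with TAMRA-labelled myosin IIA peptide; probe or stimulus: TAMRA-labelled myosin IIA heavy-chain peptide probe, 5 nM; medium: HEPES buffer with Ca2+, pH 7.2; schedule: 5 min incubation before reading; benchmarks: neutral control DMSO, positive control TFP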
esBAF inh = blocks esBAF chromatin remodeling in mouse ES cells; AID 602393; actives 2% (n = 350,000); Bmi1-luciferase knock-in reporter, 24 h; 100% = twice the neutral-well signal; reporter increase, % at 12.5 µM; in the data active = activation above about 40%;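 also: 0% = median of the plate's neutral control wells and 100% = double that signal; a rise in the Bmi1 reporter signal indicates esBAF inhibition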
RAD54 inh = inhibitors of human RAD54 branch migration; RAD54 Holliday junction branch migration, FAM/BHQ fluorescence; Q92698; inhibition, % at 10.4 µM; actives 0.14% (n = 360,000);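 active = mean normalized replicate activity at least 40 and at least half of replicates scoring 40 or more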;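 also: 0% = median of neutral control wells and 100% = median of positive control wells; inhibitors cause a drop in the FAM fluorescence signal; in these data hits start at about 50%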
Target sequence (Q92698 whole entry, looked up): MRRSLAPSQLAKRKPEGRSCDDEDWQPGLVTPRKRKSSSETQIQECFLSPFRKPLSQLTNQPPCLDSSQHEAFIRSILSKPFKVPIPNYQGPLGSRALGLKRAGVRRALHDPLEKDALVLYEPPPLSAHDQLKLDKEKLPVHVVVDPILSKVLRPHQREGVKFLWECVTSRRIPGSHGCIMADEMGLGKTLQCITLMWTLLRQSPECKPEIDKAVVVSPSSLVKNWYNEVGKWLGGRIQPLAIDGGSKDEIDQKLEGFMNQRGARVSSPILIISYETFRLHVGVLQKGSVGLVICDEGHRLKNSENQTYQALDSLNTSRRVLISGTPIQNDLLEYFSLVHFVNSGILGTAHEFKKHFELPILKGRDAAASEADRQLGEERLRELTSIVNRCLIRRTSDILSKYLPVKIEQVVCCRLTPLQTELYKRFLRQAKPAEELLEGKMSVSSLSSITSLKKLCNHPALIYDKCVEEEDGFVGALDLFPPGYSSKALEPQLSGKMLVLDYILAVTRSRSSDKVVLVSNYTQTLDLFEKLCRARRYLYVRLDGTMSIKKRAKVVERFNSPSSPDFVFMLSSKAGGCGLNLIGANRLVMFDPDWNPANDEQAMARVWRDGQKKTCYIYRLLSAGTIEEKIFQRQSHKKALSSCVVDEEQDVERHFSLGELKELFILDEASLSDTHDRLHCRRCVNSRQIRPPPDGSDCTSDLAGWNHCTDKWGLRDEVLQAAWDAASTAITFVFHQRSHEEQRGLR
ERAP1 HTS inh = ERAP1 (human) enzyme inhibition | AID 652197 | actives 0.15% (n = 340,000) | recombinant ERAP1, Leu-AMC fluorescence, 60 min | Q9NZ08 | inhibition, % at 10.7 µM;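 active = mean replicate inhibition of at least 30%, or all replicates individually reaching that 30% level; inactive = mean below 30% and not every replicate reaching it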;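 also: 0% = neutral control wells and 100% = L-leucinethiol positive control wells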
RAD52 inh = RAD52 (human) annealing inhibition. recombinant RAD52 DNA annealing, FRET fluorescence. actives 0.46% (n = 360,000). inhibition, % at 18.7 µM. AID 651710. P43351;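 active = every replicate showing at least 50% inhibition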
The depositor's hits bear a star; · = no result given.

SMILES | E-selectin induc | Xi reactivation | ERp5 block | S100A4 inh HTS | esBAF inh | RAD54 inh | ERAP1 HTS inh | RAD52 inh
CCCCSc1nc2sc3c(c2c(=O)n1-c1ccc(OC)cc1)CCN(C)C3 | 0.0 | 0.3 | 2 | -11 | -1 | 40 | 2 | 26
CCCS(=O)(=O)c1nc(S(=O)(=O)c2ccc(C)cc2)c(N2CCc3ccccc3C2)s1 | -3.3 | 0.1 | -4 | 1 | · | · | -1 | -3
Cc1ccccc1S(=O)(=O)N1CCCCN2[C@H](CO)[C@@H](c3ccc(-c4cccnc4)cc3)[C@H]2C1 | -0.3 | -0.1 | 3 | -21 | -3 | 4 | -1 | 17
COc1cccc(N2CC(NC(=O)c3ccc4ccccc4c3)CC2=O)c1 (stereo unspecified) | 0.1 | 0.1 | 2 | 11 | 4 | · | -1 | -12
CC(=O)Nc1cncc(-c2ccccc2CO)n1 | · | -0.2 | -3 | -3 | -7 | -7 | -3 | -1
Cc1cc(C)cc(OCC(=O)N/N=C/c2ccccn2)c1 | 9.5 | 0.0 | -2 | 7 | · | 2 | · | -43
CO[C@@H]1CN(C)C(=O)c2cc(NC(C)=O)ccc2OC[C@@H](C)N(Cc2cc(F)ccc2F)C[C@H]1C | 0.0 | 0.1 | -4 | -3 | -5 | 19 | 0 | 0
Cc1nn(-c2ccc(F)cc2)c(C)c1CN1CCN(CCC(C)C)C(CCO)C1 (stereo unspecified) | -0.3 | -0.3 | -1 | 2 | 3 | -7 | -1 | -6
CCN(CC)C(=O)C1=C(C)N(Cc2ccc(OC)cc2)C(=O)C(CC(=O)NCCN2CCOCC2)C1 (stereo unspecified) | -0.2 | 0.2 | 8 | -2 | -1 | -10 | -4 | -15
Fc1cccc(Nc2nc(N3CCOCC3)nc(N3CCOCC3)n2)c1 | · | 0.1 | 4 | 0 | -8 | 2 | -3 | -4
CC(=O)Nc1cccc(C(=O)OCC(=O)NC(=O)Cc2ccccc2)c1 | -0.7 | -0.7 | 6 | 3 | 2 | -2 | 0 | -6
COC(=O)C1CCN(C(=O)CN2C(=O)NC(CC(C)C)C2=O)CC1 (stereo unspecified) | · | 0.0 | 4 | -18 | -1 | 2 | 1 | -9
COc1cccc(S(=O)(=O)N2C[C@H](O)COC[C@H]3O[C@@H](CC(=O)N4CCN(c5ccccc5)CC4)CC[C@@H]32)c1 | -0.1 | -0.1 | 2 | -6 | 0 | 3 | 0 | -9
CCC(C(=O)NCCCN1CC(C)CC(C)C1)n1nc(C)c2sc3ccccc3c2c1=O (stereo unspecified) | 0.3 | 0.1 | 0 | -3 | -5 | 3 | 3 | 10
Cc1ccc(S(=O)(=O)N2CCc3ccccc3CC2)cc1 | -1.0 | 0.0 | 1 | -10 | 5 | 4 | 0 | -13
N#CC1(NC(=O)COC(=O)c2nccnc2N)CCCCC1 | · | 0.1 | 3 | -2 | · | -10 | 0 | -17
CCC(=O)N1[C@H](C(=O)Nc2nccs2)[C@@H](CO)[C@@H]2Cn3c(ccc(C4=CCCCC4)c3=O)[C@@H]21 | -0.7 | 0.1 | 1 | -18 | -1 | -14 | · | -9
C[C@@H]1CN([C@@H](C)CO)C(=O)c2cc(NC(=O)Cc3ccccc3)ccc2O[C@@H](C)CCCCO[C@@H]1CN(C)C | -0.1 | -0.3 | -1 | 0 | -1 | 2 | -3 | 2
C=CCN(c1ccc(OC)cc1)S(=O)(=O)c1ccc(Cl)c(C(=O)OCC(=O)c2c(N)n(C)c(=O)n(C)c2=O)c1 | 0.6 | 0.1 | 0 | 1 | 11 | -16 | 5 | -22
CCOC(=O)C1=C(C(=O)OCC)C2N(Cc3ccc(Br)cc3)c3ccccc3[C@@]23C[C@@H](C(=O)OC)N(S(=O)(=O)c2ccc(C(F)(F)F)cc2)C3=N1 (stereo partly specified) | -0.1 | -0.3 | -5 | 0 | · | · | -4 | -3
CCOC(=O)C1CCCN(C(=O)c2ccc(C)c(NC(=O)C3=C(C)OCCS3)c2)C1 (stereo unspecified) | 5.1 | 0.0 | -7 | -2 | 2 | 4 | -1 | 1
Cc1ccc(Cl)cc1N1CCN(S(C)(=O)=O)CC1 | · | · | 6 | 0 | -2 | 5 | -1 | -12
CC(=O)Nc1ccc(S(=O)(=O)N2CCN(C(=O)c3ncoc3-c3ccccc3F)CC2)cc1 | · | 0.0 | -2 | -2 | 6 | 2 | -4 | -9
COc1cccc(-c2cnc3c(c2)C(=O)N([C@H](C)CO)C[C@H](C)[C@H](CN(C)C(=O)Nc2ccc(F)cc2)O3)c1 | 0.1 | -0.8 | 3 | 9 | 2 | 1 | 0 | -8
CCOC(=O)c1sc2nc(SCC(=O)N(CC)CC)n(CCCN3CCCC3=O)c(=O)c2c1C | · | 0.0 | 2 | -20 | · | · | -6 | 3
O=C(O)CNC(=O)c1ccc(N2CCOCC2)cc1[N+](=O)[O-] | · | -0.1 | 0 | 16 | · | · | 1 | -14
O=C(C[C@H]1CC[C@@H](NC(=O)Nc2ccc3c(c2)OCO3)[C@H](CO)O1)NCc1ccc(Cl)cc1 | -0.2 | -0.1 | 3 | 5 | 0 | 2 | 0 | 3
COc1ccc(C(=O)OCCc2ccc(O)cc2)cc1 | 0.0 | 0.0 | -12 | -2 | 50* | -3 | 12 | 2
Cc1ccc(-n2nnnc2SCC(=O)c2cc(C)n(-c3cc(C)on3)c2C)c(C)c1 | · | · | -1 | -3 | 5 | -7 | 3 | -33
O=C1NCCn2nc3ccccc3c21 | -0.3 | 0.0 | 1 | -4 | -4 | -9 | -3 | -2

Structural class: those above containing two or more sulfur atoms
SMILES | E-selectin induc | Xi reactivation | ERp5 block | S100A4 inh HTS | esBAF inh | RAD54 inh | ERAP1 HTS inh | RAD52 inh
CCCCSc1nc2sc3c(c2c(=O)n1-c1ccc(OC)cc1)CCN(C)C3 | 0.0 | 0.3 | 2 | -11 | -1 | 40 | 2 | 26
CCCS(=O)(=O)c1nc(S(=O)(=O)c2ccc(C)cc2)c(N2CCc3ccccc3C2)s1 | -3.3 | 0.1 | -4 | 1 | · | · | -1 | -3
CCOC(=O)c1sc2nc(SCC(=O)N(CC)CC)n(CCCN3CCCC3=O)c(=O)c2c1C | · | 0.0 | 2 | -20 | · | · | -6 | 3

The listing continues.
SMILES | E-selectin induc | Xi reactivation | ERp5 block | S100A4 inh HTS | esBAF inh | RAD54 inh | ERAP1 HTS inh | RAD52 inh
COc1cccc(S(=O)(=O)N2CCCCN3[C@@H](CO)[C@@H](c4ccc(C#CC5CC5)cc4)[C@@H]3C2)c1 | -0.7 | 0.0 | 8 | 2 | -16 | 5 | 0 | -10
Cc1noc(C)c1NC(=O)N(C)C[C@@H]1Oc2ccc(NC(=O)NC3CCCCC3)cc2CC(=O)N([C@H](C)CO)C[C@@H]1C | 0.1 | -0.9 | 3 | -4 | 5 | -4 | 1 | 0
Cc1nnc(NC(=O)CSc2nc3c(c(=O)n(C)c(=O)n3C)n2C(C)C)s1 | · | 0.0 | -1 | 6 | · | · | -1 | -12
CC[C@]12c3[nH]c4cc(-c5ccco5)ccc4c3CCN1C(=O)[C@@H](CC(=O)NCc1cccc(C(F)(F)F)c1)C[C@@H]2C(=O)N1CCN(C(=O)c2ccco2)CC1 | -0.1 | 0.2 | -2 | -11 | 6 | -9 | · | -30
COc1ccc2c3c(n(C)c2c1)[C@@H](CO)N(C(=O)C1CCCC1)CC31CCN(C(=O)CN(C)C)CC1 | -0.3 | 0.3 | 7 | 19 | · | · | 2 | 9
CCn1cnc2c1c(=O)n(CC(=O)O)c(=O)n2Cc1ccccc1 | -0.2 | 0.0 | 6 | -1 | -4 | -1 | -5 | -5
CC(=O)Nc1ccc(NC(=O)CSc2cn(CC(=O)N3CCOCC3)c3ccccc23)cc1 | · | -0.1 | 7 | 2 | -3 | 21 | -1 | -37
OC(c1ccc(F)c(F)c1)c1nc(-c2ccc(F)c(Cl)c2)cs1 (stereo unspecified) | · | 1.0 | -13 | 1 | 7 | 2 | -2 | -2
CCN1CCCC1CNC(=O)C1CCN(C(=O)c2cc3sccc3n2Cc2ccc(F)cc2)CC1 (stereo unspecified) | · | -0.1 | -1 | 3 | · | · | -1 | -4
CCCCCCN1C2=NCCCN2c2ccccc21 | · | 0.0 | -2 | 1 | -1 | 0 | 0 | 0
COc1ccc(NC(=O)CC(c2ccco2)C(C)C)cc1 (stereo unspecified) | · | 0.1 | 3 | -2 | -8 | 1 | 3 | 4
C(=C\c1ccccc1)/CN1CCN(C(c2nnnn2-c2ccc3c(c2)OCCO3)C2CC2)CC1 (stereo unspecified) | -0.2 | -0.1 | 3 | 1 | -13 | -5 | -4 | -13
CC1CC(C)CN(C(=O)CCC(=O)Nc2nnc(C3CCCCC3)s2)C1 (stereo unspecified) | · | 0.0 | -3 | 16 | -3 | -4 | -1 | -1
COCC(C)N=C1NN=C(c2ccc(NC(C)=O)cc2)CS1 (stereo unspecified) | 5.3 | -0.1 | -6 | 1 | · | · | 5 | -9
N#C[C@H]1[C@@H](c2ccccc2-c2cccc(F)c2)[C@@H](CO)N1C(=O)C1CC1 | -0.1 | 0.0 | -3 | -2 | · | · | 0 | -25

Complete entries from above. Screens in order: E-selectin induc | Xi reactivation | ERp5 block | S100A4 inh HTS | esBAF inh | RAD54 inh | ERAP1 HTS inh | RAD52 inh
COc1ccc2c3c(n(C)c2c1)[C@@H](CO)N(C(=O)C1CCCC1)CC31CCN(C(=O)CN(C)C)CC1 across the screens: -0.3 | 0.3 | 7 | 19 | · | · | 2 | 9
CCCCCCN1C2=NCCCN2c2ccccc21 across the screens: · | 0.0 | -2 | 1 | -1 | 0 | 0 | 0

(further entries)
SMILES | E-selectin induc | Xi reactivation | ERp5 block | S100A4 inh HTS | esBAF inh | RAD54 inh | ERAP1 HTS inh | RAD52 inh
C[C@@H]1CN([C@@H](C)CO)C(=O)c2cc(NS(=O)(=O)c3ccc(F)cc3)ccc2O[C@@H](C)CCCCO[C@@H]1CN(C)S(=O)(=O)c1ccc(Cl)cc1 | · | 0.1 | -2 | 8 | 2 | -8 | 4 | 9
Cc1noc(C)c1NC(=O)N(C)C[C@@H]1Oc2c(NC(=O)C3CCCCC3)cccc2C(=O)N([C@H](C)CO)C[C@H]1C | 0.6 | -0.9 | 1 | 6 | 1 | 10 | 0 | 5
CCOCCc1nn2c(=O)cc(CSCC(=O)Nc3cccc(C)c3C)nc2s1 | · | 0.0 | -5 | -5 | 7 | -4 | 1 | -8
Cc1cccc(N(Cc2cc3ccc(C)cc3[nH]c2=O)C(=O)c2ccco2)c1 | · | -0.2 | 2 | 2 | 6 | -14 | 1 | -29
CO[C@@H]1CN(C)C(=O)c2cc(NC(=O)C3CC3)ccc2OC[C@H](C)N(Cc2cc(F)ccc2F)C[C@@H]1C | 0.7 | 0.0 | -4 | -34 | -1 | -1 | -4 | 13
CCOc1ccc(NC(=O)CN(C)C(=O)c2c(C)nn(-c3ccc(F)cc3)c2Cl)cc1OCC | · | -0.1 | -6 | -2 | 3 | 2 | 2 | -2
C[C@H]1CN([C@@H](C)CO)C(=O)c2cc(C#Cc3ccccc3)cnc2O[C@H]1CN(C)C(=O)CN(C)C | 0.4 | -1.2 | 9 | -29 | -3 | 7 | 0 | 22
Cc1cc(=O)n2[nH]cc(C(=O)O)c2n1 | · | · | 1 | 0 | -4 | -9 | 0 | 0
O=C(O)c1ccc(NS(=O)(=O)c2ccc(NC(=O)c3ccccc3Cl)cc2)cc1 | 0.5 | 0.2 | -3 | 8 | -1 | -9 | -6 | -13
Cn1c(Cn2c(=O)sc3ccccc32)nnc1SCC(=O)Nc1cccc(F)c1 | 0.9 | 0.0 | 1 | 1 | -3 | -9 | -2 | -1
